CHT allo act – CHT positive allosteric modulators, primary screen, cell-based, membrane potential dye, choline EC20 | B-score at 10 µM | CHT-expressing cells; hits give high values; LV-AA mutant CHT in HEK293 cells | hit rate 0.49% among 310,000 | High affinity choline transporter 1 (Homo sapiens), Q9GZV3 | AID 488977, 2010;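 active means initial fluorescence not abnormally high and integrated response B-score, plate-corrected, over 3 SD above library mean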
Target sequence (Q9GZV3 whole entry, looked up): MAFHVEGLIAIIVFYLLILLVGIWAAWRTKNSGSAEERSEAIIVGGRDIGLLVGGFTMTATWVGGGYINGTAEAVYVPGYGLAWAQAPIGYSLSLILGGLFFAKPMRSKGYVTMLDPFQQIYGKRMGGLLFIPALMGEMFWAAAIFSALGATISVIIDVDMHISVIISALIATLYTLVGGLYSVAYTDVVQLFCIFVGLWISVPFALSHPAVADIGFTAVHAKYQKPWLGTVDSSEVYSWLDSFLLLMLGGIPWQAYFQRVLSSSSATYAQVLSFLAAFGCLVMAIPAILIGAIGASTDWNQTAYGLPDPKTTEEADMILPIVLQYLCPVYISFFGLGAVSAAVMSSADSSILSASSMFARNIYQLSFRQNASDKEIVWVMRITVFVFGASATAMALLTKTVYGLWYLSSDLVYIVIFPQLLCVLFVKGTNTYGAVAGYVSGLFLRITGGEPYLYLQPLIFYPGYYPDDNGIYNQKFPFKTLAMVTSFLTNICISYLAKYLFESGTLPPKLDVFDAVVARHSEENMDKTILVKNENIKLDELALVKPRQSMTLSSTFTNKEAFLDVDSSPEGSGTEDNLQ
OX1R antagonist – OX1R (HCRTR1) antagonists, primary screen, fluorescence, CHO/OX1R cells, Fluo-8 calcium, orexin A; Orexin/Hypocretin receptor type 1 (Homo sapiens), O43613; Fluo-8 calcium fluorescence; inhibition, % at 5 µM; hit rate 0.43% among 330,000; AID 434989, 2010;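 active means inhibition above its plate's threshold, mean inhibition of all tested compounds on the plate plus 3 SD, cut at about 37% in these data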;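 further: 0% = orexin A challenge wells and 100% = SB-334867-A antagonist wells; not every result past the cut was called active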
Target sequence (O43613 whole entry, looked up): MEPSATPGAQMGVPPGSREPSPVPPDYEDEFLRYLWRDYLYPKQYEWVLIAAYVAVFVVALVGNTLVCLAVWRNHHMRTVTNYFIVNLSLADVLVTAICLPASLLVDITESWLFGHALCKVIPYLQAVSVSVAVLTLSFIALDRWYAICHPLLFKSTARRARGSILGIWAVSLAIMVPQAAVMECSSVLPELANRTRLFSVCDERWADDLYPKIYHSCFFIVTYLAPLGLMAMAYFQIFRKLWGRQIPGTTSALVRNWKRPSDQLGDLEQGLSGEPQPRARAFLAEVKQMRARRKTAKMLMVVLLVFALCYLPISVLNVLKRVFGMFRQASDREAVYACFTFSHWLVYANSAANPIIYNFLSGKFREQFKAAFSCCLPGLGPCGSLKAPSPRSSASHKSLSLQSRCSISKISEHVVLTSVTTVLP
* hit, by the source's call; i = inactive; . = not tested or not shown; & = joins results of further samples.

Results follow in this order: CHT allo act	OX1R antagonist
> O=C(Nc1ccc(N2CCN(C(=O)c3ccco3)CC2)cc1)c1cc(Br)ccc1Cl
→ .	11
> COc1ccc(-c2noc(-c3ccc(Br)o3)n2)cc1OC
→ i	-10
> COc1cc(/C=C(\C#N)c2ccccn2)ccc1OCC(=O)Nc1c(Cl)cccc1Cl
→ i	-16
> O=C(COC(=O)CCC(=O)c1cccs1)NC(=O)c1ccc(OC(F)F)cc1
→ i	-14
> COc1ccc(C(CC(=O)O)NC(=O)C2CCCCC2)cc1 (stereo not drawn)
→ i	-6
> COc1ccc(N(CC(=O)Nc2cccc3ccccc23)S(C)(=O)=O)c(OC)c1
→ i	-19
> CCN1C(=O)C(CC(=O)NC)N(NC(=O)c2ccccc2)C1=S (stereo not drawn)
→ i	-8
> CCOC(=O)C(=O)Nc1sc(C(=O)N2CCOCC2)c(C)c1C#N
→ i	4
> Cc1cccc(N2C(=O)CC(Sc3nnc(C)s3)C2=O)c1 (stereo not drawn)
→ i	-15
> COc1ccccc1C(=O)NCC(=O)OC(C)C(=O)NC1CCCCC1C (stereo not drawn)
→ .	-17
> CN1CCN(c2ccc([N+](=O)[O-])cc2S(=O)(=O)N2CCOCC2)CC1
→ i	-13
> Cc1[nH]c(=S)sc1Cc1ccc(F)cc1
→ i	-6
> O=C(c1ccc(F)cc1F)N1CCN(c2n[nH]c(=O)[nH]c2=O)CC1
→ i	-13
> CCN(CC)C(c1ccc(F)cc1)c1nnnn1CC1CCCO1 (stereo not drawn)
→ i	-12
> CCOc1ccc(NC(=O)CNS(=O)(=O)c2c(C)cc(C)cc2C)cc1
→ i	-3
> CN(CC(=O)Nc1ccc(Cl)c(C(F)(F)F)c1)C(=O)C1CC(=O)N(Cc2ccco2)C1 (stereo not drawn)
→ i	-15
> C[C@H](CO)N1C[C@H](C)[C@@H](CN(C)C(=O)NC2CCCCC2)Oc2c(NC(=O)Nc3ccc4c(c3)OCO4)cccc2C1=O
→ .	-20
> Cc1cc(C)cc(NC(=O)c2cccn2-c2ncc(C(F)(F)F)cc2Cl)c1
→ i	-24
> O=C(C1CCC(=O)N(C2CC2)C1)N1CCN(c2ccc(Cl)cc2)CC1 (stereo not drawn)
→ i	-10
> COc1cc(/C=N/NC(=O)c2ccc(CN(C)S(=O)(=O)c3ccc(C)cc3)cc2)ccc1O
→ i	-19
> CCOc1ccc(NC(=O)CCNS(=O)(=O)c2cccc3nonc23)cc1
→ i	-20
> Cc1[nH]c2ccccc2c1/C=N/NC(=S)NCc1ccccc1
→ i	-11
> N#CC(Sc1ccccn1)c1ccc(Cl)cc1Cl (stereo not drawn)
→ i	-25
> CCCC(=O)OCC(=O)Nc1cc(Cl)ccc1[N+](=O)[O-]
→ i	1
> CC(=O)Oc1ccc(-c2csnn2)cc1
→ i	-10
> CCSC1=N/C(=C\c2ccc(C)s2)C(=O)S1
→ i	-16
> COc1ccc(CCNC(=O)COc2ccc3c(C)cc(=O)oc3c2)cc1OC
→ i	-15
> CCN(CC)C(=O)COc1ccc2c(-c3ccccc3)cc(=O)oc2c1
→ i	-28
> CC1CCN(CCCNC(=O)c2nn(C)c3c2CS(=O)(=O)c2ccccc2-3)CC1
→ i	-12
> COc1ccc(NC(=O)CSc2nnc(-c3ccccc3)n2N)cc1
→ i	-24
> O=C(CSc1ccc(Cl)cc1)Nc1cccc(-c2nnc(-c3ccco3)o2)c1
→ i	-37
> C/C(=N\OC(=O)Nc1ccc(Cl)cc1)c1ccc(F)c(F)c1
→ i	-13
> O=C1CCN(S(=O)(=O)c2ccc(Cl)cc2)CCN1
→ i	-11
> O=C1NC(=O)C2(COC(c3cccnc3)OC2)S1 (stereo not drawn)
→ i	4
> O=C(NCCc1ccc(F)cc1)Nc1ccccc1
→ i	-18
> Cc1ccc(S(=O)(=O)N2CCOCC2)cc1C(=O)NC1CCCCC1
→ i	-7
> CC(=O)N1CCN(C(=O)Cn2c(=O)oc3ccccc32)CC1
→ i	-3
> COc1ccc2ccccc2c1/C=N/NC(=O)c1ccccc1F
→ i	-29
> CCCn1c(NCc2ccc(C)o2)nc2ccccc21
→ i	-11
> CCN(CC)S(=O)(=O)c1ccc(NC(=O)Cn2c(=O)oc3ccccc32)cc1
→ i	-15

Single records, from the list above. Order of values: CHT allo act, OX1R antagonist
COc1cc(/C=N/NC(=O)c2ccc(CN(C)S(=O)(=O)c3ccc(C)cc3)cc2)ccc1O reads i, -19
CCN(CC)S(=O)(=O)c1ccc(NC(=O)Cn2c(=O)oc3ccccc32)cc1 reads i, -15
N#CC(Sc1ccccn1)c1ccc(Cl)cc1Cl (stereo not drawn) reads i, -25
O=C(CSc1ccc(Cl)cc1)Nc1cccc(-c2nnc(-c3ccco3)o2)c1 reads i, -37
CN1CCN(c2ccc([N+](=O)[O-])cc2S(=O)(=O)N2CCOCC2)CC1 reads i, -13

The listing continues:
Results follow in this order: CHT allo act	OX1R antagonist
> C[C@H](CO)N1C[C@H](C)[C@@H](CN(C)S(=O)(=O)c2cccs2)Oc2ccc(NS(=O)(=O)c3cn(C)cn3)cc2C1=O
→ .	-5
> Cc1nn(-c2ccccc2)c(Oc2ccc(F)cc2)c1/C=N/n1cnnc1
→ i	-2
> Cc1nn(C)c(C(=O)N2CCN(C(=O)c3ccco3)CC2)c1Br
→ i	-13
> N#Cc1ccc(C(=O)NC(=S)N2CCN(C=O)CC2)cc1
→ .	-13
> Nc1nc(-c2ccco2)nn1C(=O)c1ccccc1
→ i	4
> CC(C)c1ccc(C2c3[nH]c4ccccc4c3C[C@H]3C(=O)N(c4ccccc4C(=O)N4CCC(C(=O)O)CC4)C(=O)N23)cc1 (stereo partly drawn)
→ i	1
> O=C(CN1CCCC1)Nc1nc(-c2ccc3c(c2)CCN3C(=O)c2ccccc2F)cs1
→ i	-20
> S=c1[nH]c2cc3c(cc2[nH]1)OCCO3
→ i	-2
> O=C(CCC1CCN(C(=O)Cc2c(F)cccc2F)CC1)NC1CC1
→ i	-21
> Cc1ccc(NC(=O)CCC(=O)NNC(=O)CCc2ccccc2)c(C)c1
→ i	-1
> CN(C)N1C(N)=C(C#N)C(c2ccc(Br)cc2)C2=C1CCCC2=O (stereo not drawn)
→ i	-21
> COc1ccc(C2NC(=S)N(c3ccccc3)C(C)=C2C(=O)Nc2ccccc2)cc1 (stereo not drawn)
→ i	-17
> C/C(=N\Nc1ccc([N+](=O)[O-])cc1)c1ccc(N)cc1
→ i	-2
> CCOC(=O)C(=CNc1ncccc1C)C(=O)OCC
→ i	-25
> O=C(CNC(=O)c1ccc(Cl)cc1Cl)OCC(=O)N1CCN(c2ccccc2)CC1
→ i	.
> Cc1cnc(C(=O)OCC(=O)NC(=O)NC(C)C)cn1
→ i	10
> N#C/C(=C\c1ccc(F)cc1)C(=O)Nc1ccccn1
→ i	-9
> Oc1ccc(NCc2cccs2)cc1
→ i	1
> COc1ccc(-n2nc(C(=O)NCC(=O)NC3CCCCCC3)c3ccccc3c2=O)cc1OC
→ i	-29
> Cc1cccc(C)c1NC(=O)COc1ccc2c(C)c(Cc3ccccc3)c(=O)oc2c1C
→ i	-13

The final 3 compounds of the part above open the next one.
Results follow in this order: CHT allo act	OX1R antagonist
> Oc1ccc(NCc2cccs2)cc1
→ i	1
> COc1ccc(-n2nc(C(=O)NCC(=O)NC3CCCCCC3)c3ccccc3c2=O)cc1OC
→ i	-29
> Cc1cccc(C)c1NC(=O)COc1ccc2c(C)c(Cc3ccccc3)c(=O)oc2c1C
→ i	-13
> O=C(CCC(=O)Nc1ccc(F)cc1)N/N=C/c1ccc(Br)cc1
→ i	-17
> COc1ccc(N(CC(=O)Nc2ccc(F)cc2)S(=O)(=O)c2ccccc2[N+](=O)[O-])c(OC)c1
→ i	-9
> CCC/C=N/NC(=O)c1cccc(Br)c1
→ i	-27
> O=C(Nc1ccc([N+](=O)[O-])cc1)C(Cc1ccccc1)N1C(=O)c2cccc3cccc(c23)C1=O (stereo not drawn)
→ i	-23
> CC(C)CC(=O)Nc1cccc(-c2csc(-c3ccccc3)n2)c1
→ i	1
> CCOC(=O)c1c(NC(=O)CCS(=O)(=O)c2ccccc2)sc2c1CC(C)(C)NC2(C)C
→ i	-3
> COc1cccc(C=Nc2cc(C)cc(C)c2)c1O
→ i	-11
> Cc1onc(-c2ccccc2Cl)c1C(=O)N1CCC(Cc2ccccc2)CC1
→ i	9
> N#CCCn1nc(Cc2cccc3ccccc23)c(C#N)c1N
→ i	-14
> Cc1oc(-c2ccccc2F)nc1CS(=O)(=O)CC(=O)N1CCCCCC1
→ i	-47
> Cc1ccc(NC2=C(CC(=O)O)C(c3ccccc3)N(c3ccc(C)cc3)C2=O)cc1 (stereo not drawn)
→ i	-14
> Cc1ccc(C2C3=C(CCCC3=O)N=C3c4ccccc4C(=O)C32)cc1 (stereo not drawn)
→ i	-13
> CCN(CC)S(=O)(=O)c1ccc(N2CCCCC2)c(C(=O)Nc2ccccc2N2CCOCC2)c1
→ i	-4
> Cc1cc2c(ccc3[nH]onc32)n1
→ i	10
> OCCC1CN(Cc2ccc(C(F)(F)F)cc2)CCN1Cc1ccccc1 (stereo not drawn)
→ i	-27
> COCCC(=O)N1CCC(C(=O)Nc2ccc(Oc3ccccc3)nc2)CC1
→ i	-9
> Cc1cc(C)c2[nH]c(=O)c(CN(CC3CCCO3)C(=S)Nc3ccccc3)cc2c1 (stereo not drawn)
→ i	-5
> CCn1c(O)c(/C=C2\C=Nc3ccccc32)sc1=Nc1ccc(C)cc1
→ i	-28
> CN(C)C(CNc1ncnc2sc3c(c12)CCCCC3)c1ccco1 (stereo not drawn)
→ i	-34
> Cn1c(=O)[nH]c(=O)c2c1ncn2CCN1CCCCC1
→ i	-6
> CC(C)OCCCNc1ncc2c(n1)CC(c1cccs1)CC2=O (stereo not drawn)
→ i	-24
> O=c1oc2ccccc2c(O)c1Sc1ccc(Cl)cc1
→ i	-8
> COc1ccc(/C=N/NC(=O)c2[nH]c3ccc(C)cc3c2-c2ccccc2)c(C(=O)O)c1OC
→ i	-23
> COCCNS(=O)(=O)c1cc2[nH]c3c(c2cc1C)C(=O)CC(C)(C)C3
→ i	-6
> CCCC(=O)NC(=S)Nc1cccc(NC(=O)c2ccccc2)c1
→ i	-36
> O=C(NC1(C(F)(F)F)NC(=O)N(Cc2cccnc2)C1=O)c1cccs1 (stereo not drawn)
→ i	0
> Cc1cc(-c2nc3cccnc3s2)ccc1NS(=O)(=O)c1cccs1
→ i	8
> CC(=O)c1c(COC(=O)c2cccnc2)nc2ccccc2[n+]1[O-]
→ i	-14
> COc1ccc(NC(=O)CSc2nc(=O)n(CCN(C)C)c3c2CCCC3)cc1
→ i	-34
> COc1ccc(NC(=O)c2cnn3c(C(F)(F)F)cc(-c4ccco4)nc23)cc1OC
→ i	-17
> NS(=O)(=O)c1ccc(SCc2ccccc2)nc1
→ i	6
> C/C(=N/NC(N)=S)c1ccc(Br)s1
→ i	-1
> Cc1ccc(/C=N/N(C)S(=O)(=O)c2ccc(C)cc2)cc1
→ i	-17
> CC(=O)Nc1ccc(OCCOc2ccc(/C=C3\C(=N)N4N=C(C)SC4=NC3=O)cc2)cc1
→ i	-9
> CN(C)C(=S)NCc1ccccc1
→ i	-9
> Cc1ccc(OCC(=O)NNC(=O)C2CSC3(C)CCC(=O)N23)cc1 (stereo not drawn)
→ i	-6
> CCOC(=O)NC(=O)CSc1ccccn1
→ i	-1
> CN(c1ccccc1)S(=O)(=O)c1ccc(Cl)c(C(=O)NCc2ccccc2CN2CCCC2)c1
→ .	-25
> COc1cc2ccc(=O)oc2c(O[C@@H]2O[C@H](CO)[C@@H](O)[C@H](O)[C@H]2O)c1O
→ i	-7&-17
> CC1CCCCN1CCCNC(=O)c1ccc2nc(N3CCCCC3)sc2c1 (stereo not drawn)
→ i	-20
> CCOc1cc2[nH]c(=O)n(CC3CCC(C(=O)NCCCOC)CC3)c(=O)c2cc1OCC (stereo not drawn)
→ i	-9
> CC(Oc1ccccc1)C(=O)N1CCc2ccccc2C1 (stereo not drawn)
→ i	-20
> O=C(NCc1ccco1)c1ccccc1NS(=O)(=O)c1ccc(Br)s1
→ i	-2
> COc1cc2c(cc1OC)C(c1cc3cc(OC)c(OC)cc3[nH]c1=O)N(C(=O)C1CC1)CC2 (stereo not drawn)
→ i	-12
> CCNC(=S)NNC(=O)CSc1nc2ccccc2n1C
→ i	-6
> CCCCc1c(C(=O)O)cc(OC)cc1C(=O)O
→ i	-7
> CCN(CC)c1ccc(NC(=O)CCNC(=O)c2ccco2)cc1
→ i	4
> COCCCNc1oc(/C=C/c2ccccc2)nc1C#N
→ i	-10
> COc1cccc(NC(=O)C(c2ccccc2)N2CCN(c3ccccn3)CC2)c1 (stereo not drawn)
→ i	-23
> COc1cccc(N2CCN(C3CC(=O)N(c4ccc(Cl)c(Cl)c4)C3=O)CC2)c1 (stereo not drawn)
→ i	-11
> CC(C)n1c(O)c(/C=C2\C=Nc3ccccc32)sc1=Nc1ccccc1
→ i	-17
> COc1cccc(-c2nn(-c3ccccc3)cc2/C=C(/NC(=O)c2ccccc2)C(=O)O)c1
→ i	13
> O=C(/C=C/c1ccccc1)Oc1cccc2cccnc12
→ i	-9
> CCOc1ccc(NC(=O)CSc2nnc(-c3ccccn3)n2N)cc1
→ i	-34
> CC(C)(C)c1cc(CN2CCCC(O)C2)c(O)c(C(C)(C)C)c1 (stereo not drawn)
→ i	-22
> COC(=O)CSc1nnc(-c2ccc(S(=O)(=O)N3CCCC3)cc2)n1C
→ i	-1
> Cc1ccc2c(CSc3nc4nc(C)cc(C)n4n3)cc(=O)oc2c1
→ i	-23
> Cc1ccc(NC(=O)Nc2ccc3c(c2)OCO3)c(OC(F)F)c1
→ i	.
> c1ccc2oc(-c3ccc(Nc4nc(N5CCCC5)nc(N5CCOCC5)n4)cc3)nc2c1
→ i	-28
> C#CCn1c(=NC(=O)CN2C(=O)CCC2=O)sc2cccc(C)c21
→ i	-25

High-throughput results from PubChem.
